Compound activity from PubChem BioAssay.
Lamin A splicing: qHTS Assay for Modulators of Lamin A Splicing | HeLa LMNA splicing GFP/RFP minigene ratio, 48 h | Potency, µM (top dose mostly 46.1 µM), for inactives: at the highest dose ratio change, negative = inhibition, actives largely listed as inhibitors | 200,000 tested, 0.01% active; active = well fitted inhibition curve with a large enough effect in the signal ratio, with a control signal flat, not every such curve was filed as active; inconclusive = small, poorly fitted or top-dose-only effect, or effect the other way, or a change in a side signal; the % refers to the signal ratio; also: potency is read from the fitted curve at half-maximal effect; % is scaled to controls: 0 for no effect and ±100 for the full control effect
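S3 HeLa cells stably expressing lamin A-EGFP splicing minigene plus DsRed2, 600 cells/well, 48 h compound exposure at 37C. Laser-scanning cytometry; analysed as GFP (500-530 nm)/RFP (575-640 nm) total intensity ratio; 0.5% DMSO vehicle.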
IMPase Li cell: qHTS Assay for Identifying the Cell-Membrane Permeable IMPase Inhibitors: Potentiation with Lithium; CHO-M1 cells, IP1 TR-FRET (IP-One), carbachol + lithium; Potency, µM (highest dose often 59.4 µM), inactives show at the highest dose activity, negative = IMPase inhibition, usual class: inhibitors; 210,000 tested, 0.35% active; AID 1457, 2008;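 also: IP1 builds up when IMPase is blocked and the TR-FRET signal falls; potency is read from the fitted curve at half-maximal effect; plate controls were basal vehicle for no effect and high inhibitor control for full effect; nearly all actives have a fitted effect of over 50% in size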
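IP1 accumulation measured by competitive TR-FRET in lysed CHO-M1 cells after 30 min compound exposure at 37C, with a small lithium addition to potentiate weak responses. Hill-equation AC50 from ratio and donor-channel data.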
HttQ103 aggreg: qHTS Multiplex Assay to Identify Dual Action Probes in a Cell Model of Huntington: Aggregate Formation (GFP). PC12 HttQ103-GFP aggregates, Acumen cytometry, 40 h. Potency, µM (doses to about 46.1 µM), inactives show top-dose activity change, negative = inhibition, usual class: inhibitors. 220,000 tested, 1.1% active. AID 1688, 2009; also: potency is read from the fitted curve at half-maximal effect; % is scaled to controls: 0 for no effect and ±100 for the full control effect; nearly all actives have a fitted effect of over 60% in size
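Read-out: GFP aggregate count by laser scanning cytometer (488 nm excitation, 500-530 nm emission, 1–25 µm objects >6 SD above background). Cells: PC12, inducible HTTex1-Q103-GFP, 100 nM tebufenozide; compounds titrated.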
CBFb-RUNX1 inh: qHTS Assay for Compounds Blocking the Interaction Between CBF-beta and RUNX1 for the Treatment of Acute Myeloid Leukemia; AlphaScreen CBFb-His/RUNX1-biotin binding, biochemical; Potency, µM (doses to about 59.8 µM), without a hit: at the highest dose activity, negative = inhibition, actives largely listed as inhibitors; 230,000 tested, under 10 active; also: % of control where 0% means no effect
Target sequence (Q01196 whole entry, looked up): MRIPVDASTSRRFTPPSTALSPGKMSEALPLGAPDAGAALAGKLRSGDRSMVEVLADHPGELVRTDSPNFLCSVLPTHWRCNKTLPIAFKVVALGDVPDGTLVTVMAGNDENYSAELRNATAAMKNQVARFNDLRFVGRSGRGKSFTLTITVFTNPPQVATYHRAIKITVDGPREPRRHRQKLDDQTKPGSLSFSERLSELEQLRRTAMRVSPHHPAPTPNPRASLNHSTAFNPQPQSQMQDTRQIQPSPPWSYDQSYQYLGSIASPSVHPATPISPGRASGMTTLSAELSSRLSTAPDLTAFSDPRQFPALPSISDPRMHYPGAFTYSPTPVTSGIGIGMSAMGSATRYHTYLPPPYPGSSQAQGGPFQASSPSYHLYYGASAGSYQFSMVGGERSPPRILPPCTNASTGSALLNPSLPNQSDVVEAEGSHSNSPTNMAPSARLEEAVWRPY
Target sequence (Q13951 whole entry, looked up): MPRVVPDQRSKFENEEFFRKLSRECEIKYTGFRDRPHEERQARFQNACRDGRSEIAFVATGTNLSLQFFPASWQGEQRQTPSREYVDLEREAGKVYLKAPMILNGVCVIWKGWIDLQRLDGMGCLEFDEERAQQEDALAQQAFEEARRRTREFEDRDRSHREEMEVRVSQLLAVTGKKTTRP
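Bead-based AlphaScreen assay; binding partners His-tagged CBF-beta and biotinylated RUNX1 at 30 nM each. Compound exposure 15 min after a 20-min protein preincubation; bead step 90 min; all steps at room temperature.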
NPSR antagonist: qHTS Assay for Antagonists of the Neuropeptide S Receptor: cAMP Signal Transduction | Q6W5P4 | CHO-NPSR cells, cAMP TR-FRET, antagonist mode | Potency, µM (highest dose often 38.3 µM), for the others: top-dose activity change, negative = inhibition, usual class: inhibitors | 220,000 tested, 1% active; also: potency is read from the fitted curve at half-maximal effect; % is scaled to controls: 0 for no effect and ±100 for the full control effect; nearly all actives have a fitted effect of over 50% in size; many of its hits are not listed in these tables
Target sequence (Q6W5P4 whole entry, looked up): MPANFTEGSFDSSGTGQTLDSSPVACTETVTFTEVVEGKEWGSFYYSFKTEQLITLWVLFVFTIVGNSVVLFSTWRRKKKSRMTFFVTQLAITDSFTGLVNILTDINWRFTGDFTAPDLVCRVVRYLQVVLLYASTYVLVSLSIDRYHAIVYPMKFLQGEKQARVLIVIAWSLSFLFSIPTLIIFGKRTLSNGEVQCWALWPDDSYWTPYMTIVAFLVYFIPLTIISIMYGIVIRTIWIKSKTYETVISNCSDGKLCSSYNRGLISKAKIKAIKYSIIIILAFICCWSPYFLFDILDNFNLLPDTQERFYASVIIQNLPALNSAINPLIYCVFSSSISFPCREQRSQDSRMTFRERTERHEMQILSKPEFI
Epigenetic derep: Quantitative High-Throughput Screen for Regulators of Epigenetic Control; murine LDR cells, GFP reporter derepression, 30 h; Potency, µM (series often up to 53.9 µM), inactives show at the top dose GFP activation, actives largely listed as activators; 280,000 tested, 0.2% active; also: potency is read from the fitted curve at half-maximal effect; % of control where 0% means no effect; nearly all actives have a fitted effect of over 60% in size
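Murine LDR cells carrying a silenced, genomically integrated CMV-driven GFP reporter were exposed to compound for 30 hours at 37 C. After PBS washes, GFP-positive cells (20–120 um objects) were counted by laser-scanning microplate cytometry.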
Luc counter: Counterscreen for Luciferase (Kinase-Glo TM) Inhibition; Luciferin 4-monooxygenase (Photuris pensylvanica), Q27757; Kinase-Glo luciferase, ATP luminescence, 8 min; Potency, µM (series often up to 38.3 µM), without a hit: at the top dose activity change, negative = inhibition, actives largely listed as inhibitors; 200,000 tested, 0.28% active; AID 1379, 2008; also: potency is read from the fitted curve at half-maximal effect; % is scaled to controls: 0 for no effect and ±100 for the full control effect; nearly all actives have a fitted effect of over 60% in size
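Light output from Kinase-Glo luciferase with luciferin and 10 uM ATP in 50 mM imidazole pH 7.2, KCl, MgCl2, Tween 20, BSA; compound pin-delivered, 8-min ambient incubation, then luminescence read.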
An asterisk follows results filed as active; [ ] = remark or other dose. Unless noted, calls follow the shape of the dose curve; as a rule, active = well fitted curve in the direction sought with a large enough effect; inconclusive = small, poorly fitted or top-dose-only effect, or another doubt; inactive = no such curve, though single readings can be large; an effect the other way counts as inactive or inconclusive. A portion of the library (hit frequency here may not be typical).

Results for C[C@@H]1C=C(C(=O)N2CCN(Cc3ccc4c(c3)OCO4)CC2)O[C@H](OCCCCO)C1 ?
IMPase Li cell: -7%; HttQ103 aggreg: 4%[9.22 µM]; CBFb-RUNX1 inh: 5%; NPSR antagonist: -22%; Epigenetic derep: 1.5%

Results for O=C(N/N=C/c1ccc(OCC(=O)N2CCCCC2)cc1)c1ccccc1 ?
Lamin A splicing: 1%; IMPase Li cell: -3%[38.3 µM]; HttQ103 aggreg: 13%; CBFb-RUNX1 inh: -2%; NPSR antagonist: -9%[46.1 µM]; Epigenetic derep: 1.8%; Luc counter: -10%

Results for Cc1oc(C(=O)Nc2ccc(C(=O)O)cc2)cc1COc1ccccc1 ?
Lamin A splicing: inconclusive; IMPase Li cell: 17%[38.3 µM]; HttQ103 aggreg: 10%; CBFb-RUNX1 inh: 6%; NPSR antagonist: -3%[46.1 µM]; Epigenetic derep: 1.6%; Luc counter: -3%

Results for CN(C)/C=N/C1=C(C#N)C(c2cccs2)c2ccc3ccccc3c2O1 (configuration not stated) ?
IMPase Li cell: 6%; HttQ103 aggreg: 30%; CBFb-RUNX1 inh: -18%; NPSR antagonist: 46%; Epigenetic derep: 6.4%; Luc counter: 2%

How did Cc1ccc(S(=O)(=O)N2CCCOC2CNC(=O)C(=O)NCc2ccco2)cc1 (configuration not stated) do in these assays?
Lamin A splicing: 11%; IMPase Li cell: 0%; HttQ103 aggreg: 33%; CBFb-RUNX1 inh: 1%; NPSR antagonist: 11%; Epigenetic derep: 1.1%; Luc counter: -6%

How did Cc1[nH]c2ccccc2c1/C=N/NC(=O)CNC(=O)c1ccc2c(c1)OCO2 do in these assays?
Lamin A splicing: inconclusive; IMPase Li cell: 3%; HttQ103 aggreg: inconclusive; CBFb-RUNX1 inh: 1%; NPSR antagonist: 13%; Epigenetic derep: 2.0%; Luc counter: 0%

Results for O=[N+]([O-])c1ccc(SCCc2ccccn2)cc1 ?
HttQ103 aggreg: -12%[9.22 µM]; CBFb-RUNX1 inh: -1%; NPSR antagonist: 8%; Epigenetic derep: -1.0%

What do the screens show for `O=C(Nc1ccc(Cl)c([N+](=O)[O-])c1)c1ccc2c(c1)OCCO2`?
IMPase Li cell: -7%; HttQ103 aggreg: -9%; CBFb-RUNX1 inh: -3%; NPSR antagonist: -11%; Epigenetic derep: -0.2%

What do the screens show for `CNC(=O)/C=C/c1cccc(C(F)(F)F)c1`?
Lamin A splicing: -1%; IMPase Li cell: -2%; HttQ103 aggreg: -3%; CBFb-RUNX1 inh: 1%; NPSR antagonist: 26%; Epigenetic derep: -1.1%; Luc counter: -1%

Results for COCCCn1c(SCC(=O)n2c(C)c(C)c3ccccc32)nnc1-c1ccoc1C ?
Lamin A splicing: -11%; IMPase Li cell: 37%[activator][38.3 µM]; HttQ103 aggreg: -4%; CBFb-RUNX1 inh: -2%; NPSR antagonist: -21%[46.1 µM]; Epigenetic derep: 12%; Luc counter: 0%

What do the screens show for `CC(CCc1ccccc1)NC(=O)COC(=O)c1cccs1` (configuration not stated)?
Lamin A splicing: 1%[46 µM]; IMPase Li cell: 2%; HttQ103 aggreg: -4%; CBFb-RUNX1 inh: 4%; NPSR antagonist: 16%; Epigenetic derep: 3.6%; Luc counter: -1%

What do the screens show for `Cc1cc(-c2n[nH]c(=S)n2-c2ccccc2)nn1C`?
Lamin A splicing: -11%; IMPase Li cell: -11%; HttQ103 aggreg: -16%; CBFb-RUNX1 inh: -1%; NPSR antagonist: -4%; Epigenetic derep: 0.0%; Luc counter: -1%

Results for O=C(N/N=C/C1CC=CCC1)c1cc(-c2cccnc2)nc2ccccc12 (configuration not stated) ?
Lamin A splicing: -12%[46 µM]; IMPase Li cell: -1%; HttQ103 aggreg: -10%; CBFb-RUNX1 inh: -4%; NPSR antagonist: -3%; Epigenetic derep: 1.3%; Luc counter: -1%

What do the screens show for `OCCN(CC#CCC(O)(c1ccccc1)C1CCCC1)CCO` (configuration not stated)?
HttQ103 aggreg: 8%[9.22 µM]; CBFb-RUNX1 inh: 9%; NPSR antagonist: 6%; Epigenetic derep: -1.0%

What do the screens show for `O=C1c2ccccc2C(Nc2ccc(Cl)cn2)N1c1ccccn1` (configuration not stated)?
Lamin A splicing: 2%; IMPase Li cell: 4%; HttQ103 aggreg: -4%; CBFb-RUNX1 inh: 1%; NPSR antagonist: -14%[46.1 µM]; Epigenetic derep: -1.0%; Luc counter: 1%

How did O=C(NCc1ccccc1)C(c1ccccc1)N(Cc1cccs1)C(=O)c1cnccn1 (configuration not stated) do in these assays?
Lamin A splicing: -4%; IMPase Li cell: 5%[38.3 µM]; HttQ103 aggreg: -8%; CBFb-RUNX1 inh: -3%; NPSR antagonist: -5%[46.1 µM]; Epigenetic derep: 3.2%; Luc counter: -1%

How did O=C(O)C(=O)Cc1c[nH]c2ccccc12 do in these assays?
Lamin A splicing: -12%; IMPase Li cell: 5%; HttQ103 aggreg: -15%; CBFb-RUNX1 inh: -2%; NPSR antagonist: -15%; Epigenetic derep: 1.3%; Luc counter: -2%

How did CO/N=C(\Cn1ncc(N2CCCC2)c(Br)c1=O)c1ccc(Cl)cc1 do in these assays?
Lamin A splicing: -8%; IMPase Li cell: 49%[activator][38.3 µM]; HttQ103 aggreg: 9%; CBFb-RUNX1 inh: 1%; NPSR antagonist: -13%[46.1 µM]; Epigenetic derep: -0.6%; Luc counter: -8%

What do the screens show for `O=C(CN1CCNC(=O)C1)NCCc1ccc(Cl)cc1Cl`?
IMPase Li cell: 22%; HttQ103 aggreg: -16%; CBFb-RUNX1 inh: 5%; NPSR antagonist: 10%; Epigenetic derep: -1.3%; Luc counter: 7%

How did O=C(CNC(=O)c1ccc(F)cc1)N/N=C/c1cc(Br)ccc1OC(=O)/C=C/c1ccco1 do in these assays?
HttQ103 aggreg: -3%[9.22 µM]; CBFb-RUNX1 inh: 0%; NPSR antagonist: -22%; Epigenetic derep: 2.2%

Next section; the last five above are carried over.
How did O=C(NCc1ccccc1)C(c1ccccc1)N(Cc1cccs1)C(=O)c1cnccn1 (configuration not stated) do in these assays?
Lamin A splicing: -4%; IMPase Li cell: 5%[38.3 µM]; HttQ103 aggreg: -8%; CBFb-RUNX1 inh: -3%; NPSR antagonist: -5%[46.1 µM]; Epigenetic derep: 3.2%; Luc counter: -1%

How did O=C(O)C(=O)Cc1c[nH]c2ccccc12 do in these assays?
Lamin A splicing: -12%; IMPase Li cell: 5%; HttQ103 aggreg: -15%; CBFb-RUNX1 inh: -2%; NPSR antagonist: -15%; Epigenetic derep: 1.3%; Luc counter: -2%

How did CO/N=C(\Cn1ncc(N2CCCC2)c(Br)c1=O)c1ccc(Cl)cc1 do in these assays?
Lamin A splicing: -8%; IMPase Li cell: 49%[activator][38.3 µM]; HttQ103 aggreg: 9%; CBFb-RUNX1 inh: 1%; NPSR antagonist: -13%[46.1 µM]; Epigenetic derep: -0.6%; Luc counter: -8%

What do the screens show for `O=C(CN1CCNC(=O)C1)NCCc1ccc(Cl)cc1Cl`?
IMPase Li cell: 22%; HttQ103 aggreg: -16%; CBFb-RUNX1 inh: 5%; NPSR antagonist: 10%; Epigenetic derep: -1.3%; Luc counter: 7%

How did O=C(CNC(=O)c1ccc(F)cc1)N/N=C/c1cc(Br)ccc1OC(=O)/C=C/c1ccco1 do in these assays?
HttQ103 aggreg: -3%[9.22 µM]; CBFb-RUNX1 inh: 0%; NPSR antagonist: -22%; Epigenetic derep: 2.2%

How did COc1cc2nc(Cl)nc(NCCO)c2cc1OC do in these assays?
HttQ103 aggreg: inconclusive; CBFb-RUNX1 inh: 1%; NPSR antagonist: 4%; Epigenetic derep: -9.3%

How did CC(C)CCN1CCN(CC#Cc2ccccc2)CC1CCO (configuration not stated) do in these assays?
IMPase Li cell: 3%; HttQ103 aggreg: 15%[9.22 µM]; CBFb-RUNX1 inh: 5%; NPSR antagonist: 4%; Epigenetic derep: 0.0%; Luc counter: 3%

What do the screens show for `Cc1cc(C)c(NC(=O)CS(=O)CC(=O)NCC2CCCO2)c(C)c1` (configuration not stated)?
Lamin A splicing: -11%; IMPase Li cell: -15%[38.3 µM]; HttQ103 aggreg: -2%; CBFb-RUNX1 inh: 20%; NPSR antagonist: 2%[46.1 µM]; Epigenetic derep: -0.9%; Luc counter: 0%

How did COc1ccccc1NC(=O)N(Cc1ccco1)Cc1cc2cccc(C)c2[nH]c1=O do in these assays?
Lamin A splicing: inconclusive; IMPase Li cell: 16%; HttQ103 aggreg: 6%; CBFb-RUNX1 inh: -22%; NPSR antagonist: -25%[46.1 µM]; Epigenetic derep: 1.2%; Luc counter: 2%

Results for Cc1cccc(NC2=NC3(CCCCC3)N=C(N)N2)c1C ?
Lamin A splicing: -11%; IMPase Li cell: 4%[38.3 µM]; HttQ103 aggreg: -1%; CBFb-RUNX1 inh: 0%; NPSR antagonist: inconclusive; Epigenetic derep: 1.4%; Luc counter: -2%

How did COc1ccccc1Nc1nc(N)nc(CN2CCC(Cc3ccccc3)CC2)n1 do in these assays?
Lamin A splicing: 6%; IMPase Li cell: 27%[38.3 µM]; HttQ103 aggreg: 8%; CBFb-RUNX1 inh: -8%; NPSR antagonist: -15%[46.1 µM]; Epigenetic derep: 0.1%; Luc counter: -1%

What do the screens show for `Cc1ccc(NC(=O)c2ccc(NCCN)c([N+](=O)[O-])c2)cc1Cl`?
Lamin A splicing: -9%; IMPase Li cell: -4%; HttQ103 aggreg: 29%; CBFb-RUNX1 inh: -4%; NPSR antagonist: -17%; Epigenetic derep: -3.0%; Luc counter: -1%

How did Cc1ccc(C(=O)OCC(=O)NCc2ccco2)s1 do in these assays?
Lamin A splicing: -1%[46 µM]; IMPase Li cell: 6%; HttQ103 aggreg: inconclusive; CBFb-RUNX1 inh: inconclusive; NPSR antagonist: 5%; Epigenetic derep: 2.7%; Luc counter: 1%
